Screens (PubChem)
MrgX1 PAM: positive allosteric modulators of MrgX1, primary screen, HEK293 cells, Fluo-4 calcium flux. Mas-related G-protein coupled receptor member X1 (Homo sapiens), Q96LB2. FDSS; stronger effect = higher value. B-score at 10 µM. actives 0.63% (n = 310,000). AID 588675, 2011;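 active = plate-corrected calcium response at least 3 library SD above typical, normal starting fluorescence, not activating the receptor alone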;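 also: compound read alongside a low EC10 to EC30 dose of BAM8-22 agonist; peak minus trough fluorescence over baseline measured at the second addition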
Target sequence (Q96LB2 whole entry, looked up): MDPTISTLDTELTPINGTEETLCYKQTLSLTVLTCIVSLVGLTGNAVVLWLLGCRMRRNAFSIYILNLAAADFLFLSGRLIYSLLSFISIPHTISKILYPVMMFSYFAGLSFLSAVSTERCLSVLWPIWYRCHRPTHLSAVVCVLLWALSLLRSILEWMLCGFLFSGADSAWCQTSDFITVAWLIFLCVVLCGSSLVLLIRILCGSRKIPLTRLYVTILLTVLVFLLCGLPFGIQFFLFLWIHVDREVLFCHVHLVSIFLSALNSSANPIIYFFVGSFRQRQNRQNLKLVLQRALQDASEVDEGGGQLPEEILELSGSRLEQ
RGS4 act: RGS4 potentiators or activators, primary screen, cell-based, HEK293 M3R inducible RGS4, calcium flux | B-score at 10 µM | carbachol calcium flux Fluo4; stronger effect = lower value | AID 463111, 2010 | actives 0.92% (n = 310,000);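 active = B-score of the integrated calcium signal more than 4 SD below the library mean, with starting fluorescence not abnormally high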;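 also: negative B-score means reduced calcium response which marks RGS4 activation or potentiation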
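Also added: carbachol at ECmax as muscarinic agonist stimulus; Assay system: HEK293 cells with stable M3R and inducible RGS4; Timing: overnight RGS4 induction, 30 min dye load 37 °C, 20 min compound RT; Measured by: Fluo4-AM (2 µM) calcium-flux fluorescence, kinetic read.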
TRPC6 activator: mouse TRPC6 channel activators, primary screen, cell-based, HEK293, membrane potential dye; Short transient receptor potential channel 6 (Mus musculus), Q61143; HEK293-TRPC6 membrane potential dye fluorescence; stronger effect = higher value; B-score at 10 µM; actives 0.13% (n = 310,000);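 active = B-score of the integrated fluorescence ratio above library mean plus 3 SD, and starting fluorescence ratio within library mean plus 5 SD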;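 also: higher score means more depolarization so channel activation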
SKKanGAS inh: S. pyogenes SKKanGAS growth inhibitors in kanamycin, primary screen, streptokinase expression inhibitor project, SKKanGAS strain, BacTiter-Glo luminescence; AID 1662, 2009; actives 1.3% (n = 300,000); inhibition, % at 7.5 µM; 6 h;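 active = mean replicate score, as percent of positive control median, at least 50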;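 also: strain carries kanamycin resistance gene driven by streptokinase promoter and grows in 40 µg/ml kanamycin; loss of luminescence reflects streptokinase promoter inhibition or plain growth inhibition; 0% = median of DMSO wells and 100% = positive control at its reference dose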
Platelet DG rel: inhibitors of platelet dense granule secretion, primary screen, cell-based, MLPCN, human platelets; human platelet-rich plasma, SFLLRN dense granule ATP release, luminescence; inhibition, %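 (compounds screened at 7.5 µM in platelet-rich plasma)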; actives 0.22% (n = 300,000);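 active = mean replicate score, as percent of positive control, at or above 50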
MrgX1 agonist: agonists of human MrgX1 receptor, primary screen, HEK293 cells, Fluo-4 calcium flux; Mas-related G-protein coupled receptor member X1 (Homo sapiens), Q96LB2; Fluo-4 calcium fluorescence, agonist mode; stronger effect = higher value; actives 0.44% (n = 310,000); B-score at 10 µM;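 active = calcium response B-score plate-corrected fluorescence ratio at least 3 library SD, with starting fluorescence B-score inside 5 SD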
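System: HEK293 cells stably expressing human MrgX1 receptor; Dosing: test compound in the initial addition of three; Schedule: overnight plating, then 30 min 37 °C plus 30 min room-temperature dye loading; Detection: kinetic calcium dye fluorescence, Fluo-4 NW; Controls: per-plate positive and negative controls for Z′ factor.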
HIF act: HIF pathway transcriptional activators, primary screen, cell-based, U2OS HRE-luciferase, luminescence | actives 0.32% (n = 300,000) | activation, % at 7.5 µM (by protocol) | U2OS HRE-luciferase reporter; normalized: DMSO 0%, desferrioxamine 100% | AID 1910, 2009;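 active = mean activation of at least 10% of the iron chelator positive control signal, with at least half of replicates also reaching 10%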
RGS4 block: RGS4 inhibitors, primary screen, cell-based, HEK293 M3R inducible RGS4, calcium flux; Regulator of G-protein signaling 4 (Homo sapiens), P49798; Fluo-4 calcium flux; stronger effect = higher value; triggered by carbachol at its EC20; B-score at 10 µM; actives 0.45% (n = 310,000);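 active = B-score, a plate-corrected calcium signal, over three deviations above library mean, with baseline fluorescence within five deviations of library mean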;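 also: RGS4 expression induced by doxycycline in cells with stable M3 receptor; B-score is computed from the integrated fluorescence ratio over baseline after carbachol; higher B-score means a larger calcium signal and so more RGS4 inhibition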
Target sequence (P49798 whole entry, looked up): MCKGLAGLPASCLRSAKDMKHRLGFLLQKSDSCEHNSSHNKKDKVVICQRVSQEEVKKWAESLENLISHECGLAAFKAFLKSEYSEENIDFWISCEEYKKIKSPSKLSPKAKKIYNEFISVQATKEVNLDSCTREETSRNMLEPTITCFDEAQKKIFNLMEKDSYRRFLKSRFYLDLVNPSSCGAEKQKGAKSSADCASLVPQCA
TRPC4 inh: inhibitors of mouse TRPC4 channel, primary screen, Fluo4 calcium, HEK293 TRPC4beta/mu-opioid cells | B-score at 10 µM | actives 0.39% (n = 300,000) | Short transient receptor potential channel 4 (Mus musculus), Q9QUQ5 | DAMGO-evoked Fluo4 calcium flux; stronger effect = lower value;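 active = B-score over 3 SD under the library average, no early fluorescence shift, positive overall ratio signal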
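Material: HEK293 cells with stable TRPC4beta plus mu-opioid receptor expression / Probe or stimulus: DAMGO in two steps, submaximal then maximal / Compound: single concentration per test compound / Technique: kinetic Fluo4 fluorescence imaging of calcium influx / Read-out: per-well B score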
TRPC6 inhibitor: mouse TRPC6 channel inhibitors, primary screen, cell-based, HEK293, membrane potential dye. B-score at 10 µM. ACh-evoked depolarization; stronger effect = lower value. actives 1.1% (n = 310,000);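 active = B-score under library mean minus 3 SD, initial fluorescence not abnormally high, positive integrated signal ratio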;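 also: B-score derived from integrated fluorescence ratio over the kinetic read; more negative B-score means stronger inhibition of depolarization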
MrgX1 antag: antagonists of human MrgX1 receptor, primary screen, HEK293 cells, Fluo-4 calcium flux; Mas-related G-protein coupled receptor member X1 (Homo sapiens), Q96LB2; BAM8-22 antagonism; stronger effect = lower value; B-score at 10 µM; actives 1.3% (n = 310,000); AID 588676, 2011;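 active = calcium-response B-score plate-corrected more than 3 library SD below zero, starting fluorescence within 5 deviations, no agonist response on first addition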;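 also: peak minus trough fluorescence over baseline after final BAM8-22 challenge near maximal dose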
Active calls of the source: *; i = inactive; / = no result given.

SMILES	MrgX1 PAM	RGS4 act	TRPC6 activator	SKKanGAS inh	Platelet DG rel	MrgX1 agonist	HIF act	RGS4 block	TRPC4 inh	TRPC6 inhibitor	MrgX1 antag
COc1ccccc1N=C1SC(C(=O)Nc2cccc(Cl)c2Cl)C(N)=C1C(N)=O (configuration not stated)	i	i	i	-3.9	-21.5	i	2.5	i	i	i	i
C=CCSc1nnc(CCCCCN2C(=O)c3cccc4cccc(c34)C2=O)o1	i	i	i	6.1	-2.1	i	0.0	i	i	i	i
Nc1nc(-c2ccccc2)c(C(=O)Nc2ccccc2)s1	i	i	i	-8.2	-1.9	i	-0.3	i	i	i	i
O=C(Nc1cccc(C(=O)O)c1)/C(=C/c1ccc([N+](=O)[O-])cc1)NC(=O)c1ccccc1	i	i	i	2.7	4.0	i	-0.8	i	i	i	i
Cc1cc2c(s1)c1cnn(CC(=O)NCCc3ccccc3)c(=O)c1n2C	i	i	i	1.2	3.3	i	0.5	i	i	i	i
CC(=O)c1cccc(NC(=O)NCc2ccco2)c1	i	i	i	-6.7	-0.3	i	1.7	i	i	i	i
C=CCSc1nnc(NC(=O)c2ccc(NC(C)=O)cc2)s1	i	i	i	-3.6	6.4	i	0.4	i	i	i	i
CC1(C)CC(=O)C/C(=N/NC(=O)COc2ccc3ccccc3c2Br)C1	i	i	i	10.9	5.1	i	-0.4	i	i	i	-8*
NC(=O)C1CCN(C(=O)CCNS(=O)(=O)c2cc(Br)cnc2N)CC1	i	i	i	-1.0	-2.0	i	0.1	i	i	i	i
C/C(=N\NC(=O)c1cc(-c2ccc(C)s2)nc2ccccc12)c1cccnc1	i	i	i	-0.8	8.4	i	1.5	i	i	i	i
Cc1cc(OCCCn2ccnc2)cc(C)c1Cl	i	i	i	1.6	-0.6	i	-0.7	i	i	i	i
Cc1nnn(C23CC4CC(CC(C4)C2)C3)n1	i	i	i	0.6	-0.1	i	-0.2	i	i	i	i
O=C(CSc1nc(O)c(C2CCCCC2)c(=O)[nH]1)NCC1CCCO1 (configuration not stated)	i	i	i	-4.5	-0.1	i	0.0	i	i	i	i
CCOC(=O)C1(Cc2cccc(F)c2)CCN(Cc2ccon2)CC1	i	i	i	1.4	1.5	i	-0.3	i	i	i	i
COc1ccc(-n2c(Cc3cccn3C)nnc2SCC(=O)Nc2ccc(C(C)=O)cc2)cc1	i	i	i	-5.9	4.1	i	-0.3	i	i	i	i
CC(=O)NCC1CCCN(Cc2cn(-c3ccccc3F)nc2-c2cc(C)sc2C)C1 (configuration not stated)	i	i	i	6.0	0.2	i	-0.2	i	i	i	i
O=C(Nc1ccon1)c1ccc(N2CCCCC2)c([N+](=O)[O-])c1	i	i	i	-10.8	-9.1	i	2.0	i	i	i	i
Cc1ccccc1-c1nc(-c2ccc(NC(=O)c3ccc(Br)o3)cc2)no1	i	i	i	1.0	4.0	i	2.5	i	/	i	i
O=C(CSc1ncc(-c2ccc(F)cc2)[nH]1)Nc1cccc(O)c1	i	i	i	-3.6	0.1	i	0.0	i	i	i	i
CCOC(=O)c1cc(-c2ccccc2)n(CC(=O)Nc2cccc(OC)c2)c1C	i	i	i	5.4	5.6	i	0.0	i	i	i	i
Cc1cccc(NC(=O)c2cccc(C(F)(F)F)c2)c1	i	i	i	0.3	2.8	i	1.2	i	i	i	i
COc1ccc(CCC(=O)Nc2ccc(Cn3ccnc3)cc2)cc1	i	i	i	-1.7	-1.2	i	-2.8	i	i	i	i
CCCc1cc(=O)[nH]c(SCC(=O)N2CCN(S(=O)(=O)c3ccccc3)CC2)n1	i	i	i	3.2	-34.0	i	0.3	i	i	i	i
O=C(COC(=O)C1(c2ccccc2F)CCCC1)NC1CCS(=O)(=O)C1 (configuration not stated)	i	i	i	2.4	34.6	i	-0.2	i	i	i	i
Cc1n[nH]c(=S)n(NC(=O)/C=C/C(=O)Nn2c(=S)[nH]nc(C)c2=O)c1=O	/	i	i	16.5	10.9	/	-0.8	i	i	i	/
Cc1ccc(N2CC(C(=O)N/N=C/c3cccc([N+](=O)[O-])c3)CC2=O)cc1 (configuration not stated)	i	i	i	5.6	5.2	i	-0.1	i	i	i	i
O=S(=O)(c1ccc(-c2nnc(SCc3nnc(-c4ccccc4)o3)o2)cc1)N1CCCC1	i	i	i	-2.4	6.3	i	0.0	i	i	i	i
O=C(O)C(Cc1ccc(O)cc1)N1C(=O)C2CCCCC2C1=O (configuration not stated)	i	i	i	-5.0	0.3	i	-1.0	i	i	i	i
COc1ccc2oc(-c3ccc(C)c(NC(=O)c4ccc(N5CCOCC5)c([N+](=O)[O-])c4)c3)nc2c1	i	i	i	17.8	-1.8	i	1.9	i	i	i	i
O=C(NCC1(O)CCCCC1)C1CCC(=O)N(CCc2ccccc2)C1 (configuration not stated)	i	i	i	-3.2	0.6	i	-0.5	i	i	i	i
Cc1nn(-c2ccc(F)cc2)c2sc(C(=O)OCC(=O)N3CCC(C)CC3)cc12	i	i	i	34.9	-0.2	i	-0.7	i	i	i	i
CCC1(C)Cc2c(sc3c2c(=O)n(C)c2nnc(SCCc4ccccc4)n32)CO1 (configuration not stated)	i	i	i	5.1	8.8	i	-0.4	i	i	i	i
Cc1cccc(NC2=Nc3ccccc3N3C2=Nc2c(c(C)nn2-c2ccccc2)C3c2ccc(O)c(O)c2)c1 (configuration not stated)	i	i	i	98.5*	-3.2	i	0.2	i	i	i	i
COC(=O)c1ccc(COc2ccc3c(C)c(C)c(=O)oc3c2)o1	i	i	i	-0.9	-4.3	i	0.6	i	i	i	i
O=c1[nH]c(COc2ccccc2)nc2ccccc12	i	i	i	-5.4	-5.5	i	1.7	i	i	i	i
O=C(NCc1ccccc1)NC(O)C(Cl)(Cl)Cl (configuration not stated)	i	i	i	-2.1	5.6	i	-0.5	i	i	i	i
Cc1ccc(C2c3[nH]c4ccccc4c3C[C@H]3C(=O)N(c4ccccc4C(=O)NCCN4CCOCC4)C(=O)N23)cc1 (some centres not stated)	i	i	i	2.8	-0.2	i	0.1	i	i	i	i
COc1ccc(C2/C=C\CN(S(=O)(=O)c3ccc(C)cc3)CC(=O)N2Cc2ccc(F)cc2)cc1 (configuration not stated)	i	i	i	5.4	13.1	i	-0.3	i	i	i	i
COc1c(C)cccc1C(=O)Nc1cc(Cl)ccc1N1CCOCC1	i	i	i	30.9	4.0	i	-0.2	i	i	i	i
O=C(CCN1C(=O)C2C3C=CC(C3)C2C1=O)Nc1c(F)cc(F)cc1Br (configuration not stated)	i	i	i	2.5	-5.7	i	-0.3	i	i	i	i
O=C(CSc1cccc[n+]1[O-])c1ccc(Cl)cc1	i	i	i	2.1	6.4	i	0.1	i	i	i	i
CCN(CC)C(=O)c1ccccc1NC(=O)c1ccccc1	i	i	i	-2.4	7.6	i	0.7	i	i	i	i
CCN(CC)C(=O)Cn1cnc2ccccc2c1=O	i	i	i	7.9	-4.8	i	-0.1	i	i	i	i
Cc1cc(C(=O)NC(C)C2CCCO2)no1 (configuration not stated)	i	i	i	-6.5	4.2	i	-0.1	i	i	i	i
O=C(CCNC(=O)c1ccccc1Cl)Nc1nc2ccccc2s1	i	i	i	26.2	2.0	i	6.0	i	i	i	i
CSCCC(NS(=O)(=O)c1ccc2c(c1)OCCO2)C(=O)N(C)Cc1ccc(C)cc1 (configuration not stated)	i	i	i	-1.2	1.1	i	-0.1	i	i	i	i
COc1ccc(CCN=c2c([N+](=O)[O-])nn(-c3cccc(C)c3)n2O)cc1OC	i	i	i	8.4	2.7	i	-0.8	i	i	i	i
CN(CC1CCCO1)S(=O)(=O)c1ccc(C(=O)Nc2ccc3c(c2)OCO3)cc1 (configuration not stated)	i	i	i	-6.3	0.0	i	-0.1	i	i	i	i
COc1ccc(N(C)S(=O)(=O)c2cccc(C(=O)NC3CCCCC3C)c2)cc1 (configuration not stated)	i	i	i	-1.3	-4.3	i	-0.4	i	i	i	i
CCCN1CCN(CCCNC(=O)c2ccc3c(c2)NC(=O)c2ccccc2S3)CC1	i	i	i	1.5	-16.6	i	-0.2	i	i	i	i
CCCC(=O)Nc1sc(Cc2ccccc2)c(C)c1C(N)=O	i	i	i	0.3	-21.6	i	-1.9	i	i	i	i
O=C(Cn1ncc2c([nH]c3ccccc32)c1=O)N1CCN(c2ccc(F)cc2)CC1	i	i	i	2.4	-5.8	i	-0.3	i	i	i	i
CCOC(=O)CNC(=O)C12CC3CC(CC(C3)C1)C2	i	i	i	-1.2	-5.2	i	-1.7	i	i	i	i
Cc1nn(Cc2nnc(SCC(=O)Nc3cccc(C(F)(F)F)c3)n2C)c(C)c1[N+](=O)[O-]	i	i	i	1.1	5.7	i	-0.6	i	i	i	i
Cc1ccc(C(=O)OCC(=O)Nc2cc(S(C)(=O)=O)ccc2Cl)cc1S(=O)(=O)N1CCCCC1	i	i	i	5.1	0.0	i	1.3	i	i	i	i
O=C(COC(=O)CNC(=O)c1ccccc1)Nc1ccc(F)c([N+](=O)[O-])c1	i	i	i	-0.1	-1.9	i	0.0	i	i	i	i
COc1ccc(-c2[nH]ncc2CN(CCO)Cc2cccs2)c(F)c1	i	i	i	7.3	-5.2	i	-0.2	i	i	i	i
N#C/C(=C\c1cccs1)C(=O)NCc1ccco1	i	i	i	9.0	-6.8	i	1.7	i	i	i	i
COc1ccc(C(CC(=O)O)NC(C)=O)cc1OC (configuration not stated)	i	i	i	-1.5	-7.1	i	0.1	i	i	i	i
Cc1nnc2n1N=C(c1ccccc1)CS2	i	i	i	1.3	20.8	i	1.1	i	i	i	i
